STK33 inh: human STK33 kinase inhibition; 0.073% of 320,000 active; Q9BYT3; AID 2661; purified STK33, MBP phosphorylation, ADP-Glo luminescence; inhibition, % at 10 µM;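 active = inhibition at or above 25%, using the most active replicate where run in duplicate; inactive = inhibition below 25%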
Target sequence (Q9BYT3 whole entry, looked up): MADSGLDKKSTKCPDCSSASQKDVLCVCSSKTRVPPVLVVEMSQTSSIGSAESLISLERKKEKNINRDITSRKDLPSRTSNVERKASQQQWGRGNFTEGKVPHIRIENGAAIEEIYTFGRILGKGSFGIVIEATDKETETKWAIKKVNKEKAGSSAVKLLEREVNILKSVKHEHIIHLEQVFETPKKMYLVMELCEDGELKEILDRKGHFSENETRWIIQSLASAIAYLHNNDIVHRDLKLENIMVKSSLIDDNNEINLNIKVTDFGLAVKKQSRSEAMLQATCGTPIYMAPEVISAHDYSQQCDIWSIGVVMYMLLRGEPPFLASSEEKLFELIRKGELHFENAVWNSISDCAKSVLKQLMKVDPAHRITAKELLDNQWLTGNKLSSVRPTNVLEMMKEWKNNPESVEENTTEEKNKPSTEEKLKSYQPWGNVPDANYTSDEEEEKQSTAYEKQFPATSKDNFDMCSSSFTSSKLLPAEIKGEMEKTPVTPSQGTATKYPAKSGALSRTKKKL
OX1R antag: OX1R (human) antagonism; 1.8% of 330,000 active; inhibition, % at 6.6 µM; O43613; OX1R-expressing cells, FRET antagonist read-out; in the data active = inhibition mostly above about 38%, no sharp cut-off; inactive = mostly below about 40%;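 also: 0% = agonist challenge alone and 100% = reference antagonist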
Target sequence (O43613 whole entry, looked up): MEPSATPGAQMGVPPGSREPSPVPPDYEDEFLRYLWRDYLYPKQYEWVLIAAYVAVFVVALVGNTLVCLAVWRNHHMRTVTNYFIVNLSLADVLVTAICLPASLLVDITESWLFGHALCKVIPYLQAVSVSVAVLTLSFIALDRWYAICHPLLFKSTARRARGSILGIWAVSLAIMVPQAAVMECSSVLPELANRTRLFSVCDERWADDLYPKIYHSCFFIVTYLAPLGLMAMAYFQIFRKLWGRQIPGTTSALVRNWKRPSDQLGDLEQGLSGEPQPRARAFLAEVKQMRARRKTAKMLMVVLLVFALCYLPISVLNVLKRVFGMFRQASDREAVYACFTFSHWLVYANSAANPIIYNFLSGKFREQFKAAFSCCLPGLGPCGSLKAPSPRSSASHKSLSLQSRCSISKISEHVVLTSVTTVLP
Numbers without * were called inactive; nt = no result given.

SMILES	STK33 inh	OX1R antag
CCc1cccc(NC(=O)CC2SC(N3CCCC3)=NC2=O)c1 (stereo not drawn)	-1.3	1
CC(=O)c1ccc(N/C=C\C(=O)c2ccc(C)cc2)cc1	-1.7	12
CCOc1ccccc1-c1cc(C(=O)N2CCOCC2)c2ccccc2n1	0.3	17
CC(NC(=O)COc1ccc(/C=N/NC(=O)CO)cc1)c1ccccc1 (stereo not drawn)	-1.7	9
O=c1c(Cl)c(NS(=O)(=O)c2ccccc2)cnn1-c1ccccc1	-1.5	12
O=C(CSc1ccc2nnc(-c3cccnc3)n2n1)NCC1CCCO1 (stereo not drawn)	nt	11
Cc1ccc2nc(NC(=O)CSc3nncc(=O)n3N)sc2c1	-0.1	11
O=Cc1cn(-c2ccccc2)nc1-c1ccccn1	-0.7	11
CCCCNC(=S)N/N=C/c1cccc(OCC)c1O	-0.7	13
CN(CC(=O)Nc1cccnc1)S(=O)(=O)c1cc(Cl)ccc1Cl	-2.5	20
Cc1cc(C)c(NC(=S)N(CCc2ccncc2)C(C)C)c(C)c1	0.3	14
CCOc1ccc2oc(C(=O)N(C)CCc3ccc(OC)c(OC)c3)c(C)c2c1	-0.3	6
Cc1cc(OCCn2cncn2)ccc1[N+](=O)[O-]	-0.5	9
CCOc1ccc(-c2[nH]nc3c2C(c2cccnc2)C(C#N)=C(N)O3)cc1 (stereo not drawn)	0.7	26
CC(=O)c1cccc(NC(=O)Nc2ccc(C(=O)N3CCOCC3)cc2)c1	0.3	36
CCCc1[nH]n(-c2ccc(F)cc2)c(=O)c1C=NCC1CCCO1 (stereo not drawn)	-1.0	13
CCOC(=O)Cc1csc(NC(=O)Cc2ccc([N+](=O)[O-])cc2)n1	-3.0	23
COc1ccc(CCn2c(C)cc(C(=O)CCl)c2C)cc1OC	1.6	24
Nc1sccc1C(=O)c1ccccc1	-2.2	9
COc1cc(C(=O)N/C(=C\c2cn(C)c3ccccc23)C(=O)NCCCO)cc(OC)c1OC	-2.2	6
Cc1cccc(/C=N/NC(=O)c2cccc(Cl)c2)n1	1.2	22
O=C(NC1CCCC1)c1cccc(Cl)c1	0.2	7
O=C(CNC(=O)OCc1ccccc1)NC1CCCCNC1=O (stereo not drawn)	-1.2	-11
CCCc1cc(=O)n2nc(N3CCC(C(=O)N4CCN(c5ccc(OC)cc5)CC4)CC3)sc2n1	0.5	32
O=c1ccn(Cc2ccccc2)cc1	1.6	-1

Part of the list above, with each value named.
> Cc1cc(C)c(NC(=S)N(CCc2ccncc2)C(C)C)c(C)c1
  STK33 inh = 0.3; OX1R antag = 14

> O=Cc1cn(-c2ccccc2)nc1-c1ccccn1
  STK33 inh = -0.7; OX1R antag = 11

> O=C(NC1CCCC1)c1cccc(Cl)c1
  STK33 inh = 0.2; OX1R antag = 7

Next structures.
SMILES	STK33 inh	OX1R antag
COc1cc(NC(=O)CN(C)CCOc2ccccc2)c(C)cc1[N+](=O)[O-]	0.2	14
COc1ccc(CCN(Cc2cc3cc(C)ccc3[nH]c2=O)C(C)=O)cc1OC	-0.5	13
Cc1ccc(N2C(=O)CC3(CC4C=CC3C4)C2=O)cc1 (stereo not drawn)	-0.7	15
COc1ccc(S(=O)(=O)N2C3CCC2CC(NC(=O)NC2CCCCC2)C3)cc1 (stereo not drawn)	-0.5	15
CCN(C[C@H]1N[C@@](CC)(C(=O)OC)[C@H]2C(=O)N(Cc3ccccc3)C(=O)[C@@H]12)C(=O)c1ccccc1	nt	-2
N#C/C(=C\c1ccc(Sc2ccccc2)o1)c1nc2ccccc2[nH]1	0.4	53
O=C(CNC(=O)c1ccc(C(F)(F)F)cc1)NC1CC1	-0.3	5
COC(=O)C1=C(C)N(C)C(C)=C(C(=O)OC)C1c1ccc(C(=O)OC)cc1	-0.2	13
O=C(COC(=O)CCc1nc2ccccc2c(=O)[nH]1)NCc1ccc(F)cc1	0.4	20
CN(C)/C=N/c1ncn(-c2ncc(C(F)(F)F)cc2Cl)n1	-0.9	9
C/C(=N\N=C1/SC(CC(=O)O)C(=O)N1c1ccccc1)c1ccc(C)cc1 (stereo not drawn)	-0.6	0
COc1ccc2cc(CO)c(Cl)nc2c1	2.7	5
Cc1c(/C=C(\C#N)c2nn(-c3ccccc3)c(N)c2C#N)c2ccccc2n1Cc1ccc(F)cc1	-1.2	9
COc1cc(/C=C2\SC(=O)N(CCNC(=O)c3c(C)noc3C)C2=O)cc(OC)c1OC	-1.6	25
Cc1ccc(S(=O)(=O)N2CCN(c3ccccc3)CC2)s1	-1.0	10
COc1ccccc1N=c1oc2cc(O)ccc2cc1C(=O)NCC1CCCO1 (stereo not drawn)	-3.1	20
CCN(C(=O)CN(C)Cc1cccc(Cl)c1Cl)c1c(N)n(Cc2ccccc2)c(=O)[nH]c1=O	-0.5	23
O=C(NN1CC(C(=O)OCc2ccccc2F)CC1=O)c1ccccc1 (stereo not drawn)	-2.2	19
Cc1ccc(OCCn2cc(/C(N)=N/O)c3ccccc32)cc1C	-1.6	17
CCn1cnc2cc([N+](=O)[O-])ccc21	0.7	20
Cc1cccc(NC(=O)c2cc(S(=O)(=O)N3CCOCC3)cn2C)c1C	-1.3	5
CCC(C)C(NC(=O)c1ccccc1NC(=O)c1ccc(OC)cc1)C(=O)NCCCn1ccnc1 (stereo not drawn)	0.3	12
O=C(CCNC(=O)c1ccc(Cl)cc1)NCC(c1ccco1)N1CCCCC1 (stereo not drawn)	-1.2	13
Cc1ccc2nsnc2c1NC(=O)c1cccc([N+](=O)[O-])c1	0.0	39
COc1ccccc1C(=O)Nc1cc2cc(Cl)ccc2oc1=O	0.1	8
SMILES	STK33 inh	OX1R antag
COc1ccc(/C=C/C(=O)OCC(=O)N2CCc3ccccc32)cc1	0.8	6
CCNC(=O)Oc1ccc[nH]c1=O	1.3	-4
COc1ccc(Cl)cc1NC(=O)CN(C)C(=O)CCCNC(=O)c1ccc(Cl)cc1	-0.9	21
COc1ccc(C2C(C(=O)OC3CCCCC3)=C(C)Nc3nnnn32)c(OC)c1OC (stereo not drawn)	-0.9	8
Cc1nc2ccc(Cl)cc2c(-c2ccccc2Cl)c1CC(=O)O	-0.7	14
C[C@H](NC(=O)c1nc[nH]c1C(=O)NCc1ccccc1)C(=O)OCc1ccccc1	1.3	4
COC(=O)C1=C(CS(=O)(=O)c2ccccc2)NC(=O)NC1c1ccc(O)cc1 (stereo not drawn)	0.0	13
CN1CCN(c2ccccc2NC(=O)c2cccc([N+](=O)[O-])c2)CC1	1.4	27
COc1cccc(OC)c1C(=O)NC(=S)N1CCN(c2ccc(C(F)(F)F)cc2[N+](=O)[O-])CC1	-4.6	-5
O=C(O)c1cc(-c2ccc(N3CCOCC3)cc2)nn1-c1ccc(F)cc1	-2.0	7
C=CCS(=O)(=O)c1nc2ccccc2s1	-1.7	11
CCc1cc(-c2nc(N)ncc2-c2csc(C)n2)c(O)cc1OC	1.5	9
CCOC(=O)[C@@H]1[C@H]2COc3ccc(Br)cc3[C@H]2N2C(=O)N(c3ccc(Br)cc3)C(=O)[C@]12C	-1.1	19
CC(C)Cn1c(N)c(C(=O)COC(=O)CCc2nc3ccccc3s2)c(=O)n(C)c1=O	0.7	35
CN(N=Nc1ccc([N+](=O)[O-])cc1)c1ccccc1	-0.9	10
O=C(N1CCN(Cc2ccc3c(c2)OCO3)CC1)C(Cl)(Cl)Cl	-1.6	11
O=C(CSc1nnc(CNC(=O)c2ccc(F)cc2)o1)NCc1ccccc1	0.1	21
CN1CCN(CCCNCc2cn(CCC#N)c3ccccc23)CC1	-1.8	2
O=C(O)CCN1C(=O)c2ccc(NC(=O)c3cccs3)cc2C1=O	0.5	19
CC1CC(C)(C)N(C(=O)CN2C(=O)c3ccccc3C2=O)c2ccccc21 (stereo not drawn)	0.8	40
CC(OC(=O)C1CC(=O)N(Cc2ccccc2)C1)C(=O)Nc1cccc(C#N)c1 (stereo not drawn)	-2.0	9
COc1cccc(CN(C)C(=O)CNC(=O)c2ccc(-c3ccccc3)cc2)c1OC	-0.6	16
CCc1ccc(NC(=O)Cc2c(C(=O)O)n(C)c3ccccc23)cc1	-5.6	10
CCCCCn1c(=O)[nH]c2cc(C(=O)NCCN(CC)CC)ccc2c1=O	1.1	29
Cc1ccc(C)c(N2CCN(C(=O)c3cc4c(C)nc5ccccc5c4o3)CC2)c1	-2.5	36

Some of these compounds in order of length of the SMILES, falling:
SMILES	STK33 inh	OX1R antag
CC(C)Cn1c(N)c(C(=O)COC(=O)CCc2nc3ccccc3s2)c(=O)n(C)c1=O	0.7	35
COc1ccc(C2C(C(=O)OC3CCCCC3)=C(C)Nc3nnnn32)c(OC)c1OC (stereo not drawn)	-0.9	8
CCCCCn1c(=O)[nH]c2cc(C(=O)NCCN(CC)CC)ccc2c1=O	1.1	29
O=C(O)CCN1C(=O)c2ccc(NC(=O)c3cccs3)cc2C1=O	0.5	19
Cc1nc2ccc(Cl)cc2c(-c2ccccc2Cl)c1CC(=O)O	-0.7	14

Remaining list, next part:
SMILES	STK33 inh	OX1R antag
CCOc1ccc2nc(N(Cc3ccccc3)C(=O)CCNC(C)=O)sc2c1	-0.8	nt
COc1ccc(OCC(=O)Nc2ccc3c(c2)nc(CCN2CCOCC2)n3C)cc1	-1.0	12
CCCCCC(=O)Nc1ccc(N2CCOCC2)c(S(=O)(=O)Nc2ccc(OC)cc2)c1	-1.5	11
COc1ccc(CCNC(=O)C2CC(c3c(Cl)cccc3Cl)=NO2)cc1 (stereo not drawn)	-0.3	30
CCOCCCNS(=O)(=O)c1ccc(NC(=O)CN2C(=O)c3ccccc3C2=O)cc1	0.9	13
O=C(NCCCc1ccccc1)c1ccc(CS(=O)Cc2ccccc2Cl)o1 (stereo not drawn)	0.4	8
Cc1cc(C)c(C2C(C#N)=C(N)Oc3n[nH]c(C)c32)cc1CN1CCOCC1 (stereo not drawn)	-2.8	13
OCCN1CCN(C(=S)c2ccc(Cl)c(Cl)c2)CC1	-2.8	13
O=C(O/N=C\c1ccc(N2CCOCC2)c([N+](=O)[O-])c1)c1ccccc1Cl	1.2	15
Cc1ccccc1CC1(CO)CCCN(C(=O)c2ccccc2N(C)C)C1 (stereo not drawn)	-0.5	15
O=S(=O)(c1ccc(NC(=S)NN=C(Cc2ccccc2)Cc2ccccc2)cc1)N1CCOCC1	0.4	8
c1cncc(CNc2ncnc3sc4c(c23)CCC4)c1	1.2	6
COc1cccc(C2CC(c3ccc(Cl)cc3Cl)Nc3nc(N)nn32)c1 (stereo not drawn)	0.0	7
O=C1CCC(C(=O)OCC(=O)Nc2cc(Cl)ccc2F)=NN1	0.0	3
Cn1c(=O)cc(SCC(=O)NCCCN2CCOCC2)c2ccc(Cl)cc21	-0.5	-2
CC(C)CCN1CCN(Cc2cccn2-c2cccnc2)CC1CCO (stereo not drawn)	0.1	2
Cc1ccc(/C=N/NC(=O)c2nnn(-c3nonc3N)c2CSc2ccccc2)o1	-0.4	34
O=C(Nc1ccc(F)cc1)C(c1ccccc1)N1CCN(S(=O)(=O)c2c(F)cccc2F)CC1 (stereo not drawn)	-0.4	35
Fc1ccccc1Cn1c2[n+](c3ccc(C(F)(F)F)cc31)CCCCC2	nt	2
COc1ccccc1-c1noc(CCCC(=O)Nc2ccc(C(N)=O)cc2)n1	-1.1	7
CCOC(=O)CNC(=O)Cn1cnc2c(nnn2-c2ccccc2)c1=O	-2.5	11
O=C(c1ccoc1)N1CCC2(CC1)Oc1ccc(F)cc1C(=O)C21CC(c2cccnc2)=NO1 (stereo not drawn)	1.6	23
Cc1ccc(C2C3=C(CC(C)(C)CC3=O)NC3=C2C(=O)CC(C)(C)C3)o1	-1.0	13
O=C(Cc1cccs1)N1CCN=C1SCc1ccccc1F	-0.4	22
NS(=O)(=O)c1ccc(NS(=O)(=O)c2ccc(NC(=O)c3ccc(-c4ccccc4)cc3)cc2)cc1	-1.5	12

Individual results from the list.
Value of NS(=O)(=O)c1ccc(NS(=O)(=O)c2ccc(NC(=O)c3ccc(-c4ccccc4)cc3)cc2)cc1 in OX1R antag: 12
Value of OCCN1CCN(C(=S)c2ccc(Cl)c(Cl)c2)CC1 in STK33 inh: -2.8
Value of COc1ccc(CCNC(=O)C2CC(c3c(Cl)cccc3Cl)=NO2)cc1 (stereo not drawn) in STK33 inh: -0.3
Value of CCCCCC(=O)Nc1ccc(N2CCOCC2)c(S(=O)(=O)Nc2ccc(OC)cc2)c1 in OX1R antag: 11
Value of CCOCCCNS(=O)(=O)c1ccc(NC(=O)CN2C(=O)c3ccccc3C2=O)cc1 in STK33 inh: 0.9
Value of CCOc1ccc2nc(N(Cc3ccccc3)C(=O)CCNC(C)=O)sc2c1 in STK33 inh: -0.8
Value of c1cncc(CNc2ncnc3sc4c(c23)CCC4)c1 in STK33 inh: 1.2

Next section:
SMILES	STK33 inh	OX1R antag
CCc1ccc(CSc2nccn2-c2ccccc2)cc1	-0.4	28
CCOc1cc(O)c(-c2[nH]ncc2-c2nc(C)cs2)cc1CC	-0.5	2
O=C(NCc1ccc(Cl)cc1)C1CCC(=O)N(C2CC2)C1 (stereo not drawn)	-0.4	2
O=C(CSc1cn(CCNC(=O)c2c(F)cccc2F)c2ccccc12)NCC1CCCO1 (stereo not drawn)	-1.1	23
CSc1ccc(NC(=O)Nc2cccn(Cc3ccccc3F)c2=O)cc1	1.0	34
Cc1cc2c3c([nH]c2cc1S(=O)(=O)NCc1ccc(CN2CCCCCC2)o1)CCCC3=O	-1.1	15
COCCN(C(=O)Cc1cccs1)C(C(=O)NC1CCCC1)c1ccc(OC)c(OC)c1 (stereo not drawn)	-1.2	18
COc1ccc(C(=O)Nc2cc(C(F)(F)F)ccc2Cl)cc1OC	-2.2	5
CCOC(=O)c1nn(-c2cccc(C)c2)c2nc(-c3ccccc3)c(C#N)c(=O)n12	0.5	18
N=c1c2c(-c3ccccc3)c(-c3ccccc3)n(Cc3ccco3)c2ncn1CCN1CCOCC1	0.0	3
Cc1ccc(CNC(=O)COc2ccc(S(=O)(=O)N3CCCC3)cc2)cc1	-0.1	8
C=CCN(C(=O)c1csnn1)C(C(=O)NC1CCCC1)c1cccs1 (stereo not drawn)	-2.9	6
CCOC(=O)Nc1sc2c(c1C(N)=O)CCC(C)C2 (stereo not drawn)	0.7	9
Cc1noc(C)c1NC(=O)N(C)C[C@H]1Oc2ccc(NS(=O)(=O)c3cn(C)cn3)cc2C(=O)N([C@H](C)CO)C[C@@H]1C	-0.6	7

Assay outcomes deposited in PubChem by several laboratories.
